# Assay outcomes as filed in PubChem.
# GALK inhibitor – inhibitors of human galactokinase; Purified GALK, Kinase-Glo residual ATP luminescence; P51570; AID 1868; Potency, µM (titrated, usually from 57.5 µM), without a hit: top-dose activity change, negative = inhibition, usual class: inhibitors; 270,000 tested, 0.007% active; note: potency is the fitted concentration of half-maximal effect; % is set by controls: 0 for no effect and ±100 for the full control effect
# Target sequence (P51570 whole entry, looked up): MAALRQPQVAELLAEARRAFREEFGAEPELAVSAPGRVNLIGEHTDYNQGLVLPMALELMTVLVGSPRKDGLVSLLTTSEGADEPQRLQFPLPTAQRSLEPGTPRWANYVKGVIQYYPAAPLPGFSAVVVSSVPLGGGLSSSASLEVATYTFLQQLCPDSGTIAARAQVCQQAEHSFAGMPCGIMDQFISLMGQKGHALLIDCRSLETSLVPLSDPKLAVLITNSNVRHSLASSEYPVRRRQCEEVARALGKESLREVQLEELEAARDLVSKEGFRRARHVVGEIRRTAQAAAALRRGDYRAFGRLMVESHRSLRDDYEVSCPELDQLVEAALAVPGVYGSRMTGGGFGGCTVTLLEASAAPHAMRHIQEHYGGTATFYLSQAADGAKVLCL
#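 Compounds were pin-transferred into ATP buffer (35 uM final), then GALK plus galactose (5 nM, 100 uM final) was added. After 1 h at room temperature, Kinase-Glo Plus was added and luminescence read after 10 min.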
# FBPA coupling cs – coupling enzyme interference in Giardia aldolase counter-screen; AID 2472; activity change, negative = inhibition, % at 58.2 µM, hits read low; coupling enzyme system counterscreen, AmpLite Red fluorescence; 290,000 tested, 0.67% active; in the data active = activity change below about -30%; note: % is set by controls: 0 for no effect and ±100 for the full control effect
#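 Final compound at 57.5 uM, incubated 10 min at RT with coupling enzyme reagent (glyceraldehyde-3-phosphate), then 20 min with substrate and AmpLite Red detection. Fluorescence read at 525/598 nm; tests interference with the coupling assay, not aldolase inhibition.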
# Integrin act MD – integrin-mediated muscular dystrophy alleviation activation; alpha7betagal myoblasts, beta-gal FDG fluorescence, 48 h; Potency, µM (series often up to 38.3 µM), for inactives: at the highest dose activation, hits mostly activators; 350,000 tested, 0.064% active;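 note: potency is the fitted concentration of half-maximal effect; 100% = response of the positive control SU9516; nearly all actives have a fitted effect of over 60% in size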
#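 Alpha7betagal+/- myoblasts (passage 13) were plated 16-24 hr, then exposed to compounds (1:260 dilution of DMSO stock) for 48 hours at 37C. After MPER lysis, β-galactosidase reporter activity was read as FDG fluorescence (ex 480/em 540) after 30 minutes.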
# KCNH2 WT inh – blocks the wildtype human KCNH2 potassium channel. 340,000 tested, 0.37% active. U2OS, BacMam KCNH2, thallium flux FluxOr; active compounds read low. activity change, % at 1.84 µM;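 active = maximum activity change below -70%; inconclusive = maximum activity change between -70% and -50%; inactive = maximum activity change above -50%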; note: % is set by controls: 0 for no effect and ±100 for the full control effect
#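 U2OS cells transduced with wild-type KCNH2 virus are loaded with FluxOr dye for 45 min, and thallium flux is measured in kinetic reads before and after stimulation buffer. Rate constants are normalized to DMSO controls.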
# TRPV1 agonist – activates the human vanilloid receptor TRPV1; 320,000 tested, 0.19% active; activation, % at 8.33 µM; TRPV1-expressing cells, Fluo-8 calcium influx, agonist mode; in the data active = activation above about 80%; inconclusive = between about 30% and that limit; note: 0% is about no effect
#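 Cells expressing TRPV1 were dye-loaded with Fluo-8 and read kinetically: 10 s baseline, 3 min after compound (agonist portion), then 2 min after EC20 capsaicin (allosteric enhancer portion). Calcium-bound dye fluorescence at 480/520 nm.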
# KCNH2 3.1 block – inhibitors of human KCNH2 3.1 potassium channel isoform. U2OS KCNH2 3.1, thallium flux FluxOr; active compounds read low. activity change, % (tested at about 1.8 µM). 340,000 tested, 0.95% active. AID 720553;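 active = maximum activity change below -70%; inconclusive = maximum activity change from -70% to -50%; inactive = maximum activity change above -50%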;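 note: thallium influx rate constant from kinetic fluorescence after stimulation buffer; % is set by controls: 0 for no effect and ±100 for the full control effect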
#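 We transduce U2OS cells with the mutant 3.1 virus, culture them overnight, load FluxOr with Red40 quencher for 45 min, then add stimulation buffer and read kinetically for 2 min to derive a normalized rate constant.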
# S-ASM inh – inhibitors of human secretory acid sphingomyelinase | P17405 | placental ASM, HMU-PC fluorogenic substrate, 60 min | Potency, µM (highest dose often 57.5 µM), inactives show at the highest dose activity change, negative = inhibition, most hits filed as inhibitors | 340,000 tested, 0.006% active; note: potency is the fitted concentration of half-maximal effect
# Target sequence (P17405 47-631 limits assumed): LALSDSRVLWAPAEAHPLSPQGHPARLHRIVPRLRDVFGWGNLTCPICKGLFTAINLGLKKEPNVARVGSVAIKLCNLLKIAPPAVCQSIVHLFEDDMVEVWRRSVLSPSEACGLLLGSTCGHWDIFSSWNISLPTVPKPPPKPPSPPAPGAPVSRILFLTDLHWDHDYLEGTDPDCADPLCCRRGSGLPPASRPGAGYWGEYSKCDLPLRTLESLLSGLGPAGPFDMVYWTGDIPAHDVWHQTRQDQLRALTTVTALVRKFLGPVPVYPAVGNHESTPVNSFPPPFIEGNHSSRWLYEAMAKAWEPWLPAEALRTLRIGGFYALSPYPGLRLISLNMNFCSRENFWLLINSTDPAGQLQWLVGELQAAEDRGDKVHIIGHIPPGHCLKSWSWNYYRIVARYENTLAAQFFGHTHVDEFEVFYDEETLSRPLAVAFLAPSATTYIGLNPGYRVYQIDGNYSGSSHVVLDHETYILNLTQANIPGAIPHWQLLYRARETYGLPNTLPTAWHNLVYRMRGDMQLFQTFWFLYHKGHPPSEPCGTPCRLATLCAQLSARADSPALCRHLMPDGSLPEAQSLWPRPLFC
#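 Human placenta-derived ASM preincubated with compound 10 min at room temperature, then reacted with 9 uM (final) fluorogenic HMU-PC substrate for 60 min at 37 C. Stop solution raises pH to 10; fluorescence read at Ex 386/Em 447 nm.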
# A-T KAP1 phos – candidate therapy for ataxia-telangiectasia; […] A-T fibroblasts, KAP-1 phosphorylation AlphaLISA; neocarzinostatin DNA damage 30 min before lysis; Potency, µM (series often up to 57.5 µM), inactives show at the top dose activation, actives largely listed as activators; 320,000 tested, 0.19% active; note: potency is the fitted concentration of half-maximal effect; % of control where 0% means no effect; nearly all actives have a fitted effect of over 45% in size
#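 hTERT-immortalized A-T patient fibroblasts ([…]), 500 cells/well in OPTI-MEM, 1% FBS, got compounds for 60 min, then NCS for 30 min at 37C. Lysates were then assayed for phospho-KAP-1 by AlphaLISA (anti-pKAP1 donor, anti-KAP1 acceptor beads), 6 hr at 25C.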
# CXXC DNA block – blocks binding of human MLL CXXC domain to DNA. Q03164. MLL-CXXC / FITC-HOXA9 DNA fluorescence polarization. Potency, µM (doses to about 115 µM), without a hit: at the top dose activity change, negative = inhibition, most hits filed as inhibitors. 290,000 tested, 0.037% active; active = well fitted inhibition curve with a large enough effect in the polarisation, with a control signal flat, not every such curve was filed as active; inconclusive = small, poorly fitted or top-dose-only effect, or effect the other way, or a change in a side signal; inactive = no such curve, though single readings can be large or run the other way; the % refers to the polarisation; note: potency is the fitted concentration of half-maximal effect
#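 Steps: dispense CXXC domain solution (7 uM) → pin compounds or unlabeled HOX-A9 DNA control → 5 min ambient → add FLSN-HOX-A9 solution (50 nM) → spin → 30 min ambient → fluorescence polarization. Tris pH 7.5/NaCl/DTT/BSA buffer.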
# MBNL1 CUG block – blocks human MBNL1 binding to CUG repeat RNA; TR-FRET MBNL1-His/biotin-(CUG)12 binding, 665/545 ratio; Potency, µM (doses to about 57.5 µM), for inactives: top-dose activity change, negative = inhibition, actives largely listed as inhibitors; 280,000 tested, 0.036% active; active = well fitted inhibition curve with a large enough effect in the signal ratio, with a control signal flat, not every such curve was filed as active; inconclusive = small, poorly fitted or top-dose-only effect, or effect the other way, or a change in a side signal; inactive = no such curve, though single readings can be large or run the other way; the % refers to the signal ratio; note: potency is the fitted concentration of half-maximal effect; % is set by controls: 0 for no effect and ±100 for the full control effect
#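 Inhibition of protein-RNA binding appears as loss of TR-FRET between terbium anti-His antibody on MBNL1-His and streptavidin-XL665 on biotin-(CUG)12. Activity is normalized to buffer-only and uninhibited-complex controls.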
# * = called active by the depositor; i = inactive; ? = inconclusive; . = not tested or not shown; & = joins results of further samples; [ ] = remark or other dose. Unless noted, calls come from the whole dose curve; as a rule, active = well fitted curve in the direction sought with a large enough effect; inconclusive = small, poorly fitted or top-dose-only effect, or another doubt; inactive = no such curve, though single readings can be large; an effect the other way counts as inactive or inconclusive.
# Order of results: GALK inhibitor | FBPA coupling cs | Integrin act MD | KCNH2 WT inh | TRPV1 agonist | KCNH2 3.1 block | S-ASM inh | A-T KAP1 phos | CXXC DNA block | MBNL1 CUG block
> COc1cccc(CN2CCN(C(=O)c3cc(-c4ccncc4)nc4ccc(C)cc34)CC2)c1
→ . | . | -13% | -6 | . | -7 | -4% | . | . | .
> CS(=O)(=O)N(CC(=O)Nc1ccccc1-c1ccccc1)c1ccccc1
→ -3% | -2 | -8% | -4 | 9 | 10 | 2% | 1% | 5% | 8%
> COc1ccccc1NC(=O)/C=C/c1cc([N+](=O)[O-])ccc1OC(F)F
→ -2% | 1 | 1% | -15 | 3 | -3 | -2% | -3% | -5% | 5%
> NS(=O)(=O)c1ccc(CCNC(=O)c2ccc(Cl)cc2[N+](=O)[O-])cc1
→ 2% | 2 | 0% | 17 | 1 | 19 | 5% | -1% | 4% | ?
> CN1C(=O)OC2(C)CCc3ccccc3C12C (stereo not drawn)
→ -2% | -4 | -12% | 9 | -1 | 5 | 1% | -5% | -3% | 6%
> COC(=O)c1ccccc1S(=O)(=O)NCc1nc2nc(C)cc(C)n2n1
→ . | -2 | 10% | -2 | -5 | 13 | 6% | -4% | . | -3%
> O=C(Nc1nccs1)c1ccc[nH]c1=O
→ -5% | -2 | 32% | 1 | -4 | -6 | -3% | -2% | 1% | 2%
> CCc1ccc2c(CN(CC)Cc3nc4ccccc4c(=O)[nH]3)cc(=O)oc2c1
→ 0% | 4 | -17% | 13 | 12 | -37 | 2% | -2% | -2% | 15%
> COc1ccccc1Cn1c(C)nc2ccccc21
→ 0% | -3 | 7% | -7 | 0 | 0 | 1% | -8% | -1% | -10%
> CN(C)S(=O)(=O)c1ccc(N2CCCC2)c(C(=O)NCCc2ccc(F)cc2)c1
→ 5% | . | 19% | 4 | 12 | . | 0% | 0% | 3% | -7%
> Cc1cc(Br)c(NC(=O)c2c(-c3c(Cl)cccc3Cl)noc2C)c(Br)c1
→ 2% | 4 | -23% | 9 | 7 | -18 | -3% | 1% | -2% | -1%
> COC(=O)c1cccc(NC2CC(=O)N(c3ccc(OC)c(OC)c3)C2=O)c1 (stereo not drawn)
→ 0% | 2 | 9% | 0 | 3 | -1 | 1% | -4% | -2% | 10%
> CC1CCC(CN2C(Nc3ccccc3)=NC[C@@H]2Cc2ccccc2)CC1 (stereo partly drawn)
→ . | . | -30% | 8 | . | -91* | -5% | 1% | . | .
> Cc1nc2sccn2c(=O)c1S(=O)(=O)NCc1ccccc1Cl
→ . | -5 | 4% | -12 | 2 | 21 | 11% | 4% | 7% | -15%
> COc1ccc(/C=C2\CCC(C3CCCC3)C2=O)cc1Cn1nc(C)cc1C (stereo not drawn)
→ 0% | 0 | -16% | -16 | -1 | -26 | 0% | -9% | 3% | .
> Cc1ccc(NC(=O)CN2CCOCC2)c(Br)c1
→ -1% | -1 | -7% | -3 | 12 | -9 | 6% | 13% | -3% | -1%
> Cn1c(-c2ccc(F)cc2)cnc1NCc1ccc(C#N)cc1
→ 5% | 0 | -8% | 17 | -1 | -19 | -1% | 7% | 1% | -12%
> C[C@@H]1CC=C[C@H]2[C@H]1C(=O)N(Cc1ccccc1)[C@H]2c1ccc2ccccc2c1/C=C/c1ccccc1
→ 0% | 0 | 4% | 2 | -6 | -28 | -2% | 26% | -1% | -9%
> CC(Oc1cccc(Cl)c1)C(=O)Nc1ccncc1 (stereo not drawn)
→ 8% | 4 | ? | . | ? | 13 | 6% | 8% | ? | -6%
> O=C(CCc1ccccc1)NC1CCSC1=O (stereo not drawn)
→ 2% | 0 | -7%[7.66 µM] | 1 | -2 | -4 | 2% | . | -13% | -2%

# Random excerpt: four entries already listed, in no set order.
# Order of results: GALK inhibitor | FBPA coupling cs | Integrin act MD | KCNH2 WT inh | TRPV1 agonist | KCNH2 3.1 block | S-ASM inh | A-T KAP1 phos | CXXC DNA block | MBNL1 CUG block
> CCc1ccc2c(CN(CC)Cc3nc4ccccc4c(=O)[nH]3)cc(=O)oc2c1
→ 0% | 4 | -17% | 13 | 12 | -37 | 2% | -2% | -2% | 15%
> Cn1c(-c2ccc(F)cc2)cnc1NCc1ccc(C#N)cc1
→ 5% | 0 | -8% | 17 | -1 | -19 | -1% | 7% | 1% | -12%
> Cc1ccc(NC(=O)CN2CCOCC2)c(Br)c1
→ -1% | -1 | -7% | -3 | 12 | -9 | 6% | 13% | -3% | -1%
> CS(=O)(=O)N(CC(=O)Nc1ccccc1-c1ccccc1)c1ccccc1
→ -3% | -2 | -8% | -4 | 9 | 10 | 2% | 1% | 5% | 8%

# Ordered by value in Integrin act MD (smallest number first): 3 from the list above.
mol	Integrin act MD
Cn1c(-c2ccc(F)cc2)cnc1NCc1ccc(C#N)cc1	-8%
COc1ccccc1NC(=O)/C=C/c1cc([N+](=O)[O-])ccc1OC(F)F	1%
Cc1nc2sccn2c(=O)c1S(=O)(=O)NCc1ccccc1Cl	4%

# (list continues)
# Order of results: GALK inhibitor | FBPA coupling cs | Integrin act MD | KCNH2 WT inh | TRPV1 agonist | KCNH2 3.1 block | S-ASM inh | A-T KAP1 phos | CXXC DNA block | MBNL1 CUG block
> N=c1c[n+](N2CCOCC2)[n-]o1
→ -1% | 4 | . | -3 | 1 | 13 | -1% | -8% | 9%&-2% | -12%
> CC(C)CC(NC(=O)C1CCCCC1)C(=O)NC(C)c1ccccc1 (stereo not drawn)
→ 1% | 5 | ? | -9 | 1 | -3 | -5% | 21% | -16% | 1%
> COc1ccc(CC2CCOC2=O)cc1 (stereo not drawn)
→ 2% | 0 | 0% | -10 | -1 | 1 | 3% | 5% | -3% | -6%
> CCN(CC)S(=O)(=O)c1cccc(C(=O)N[C@H](C(=O)NCc2ccccc2F)C(C)C)c1
→ 0% | 4 | 22% | -7 | 1 | 3 | 2% | 0% | -7% | -3%
> COc1ccccc1S(=O)(=O)Cc1ccc(C(=O)NCCN(C)C)o1
→ . | . | -2% | 0 | . | -4 | 6% | . | . | .
> O=C(C1CC1)N1CCc2cc(Br)cc(S(=O)(=O)N3CCOCC3)c21
→ -1% | 2 | -18% | -8 | . | -3 | -1% | 2% | 2% | ?
> CCn1cnc2sc(C(=O)N(Cc3ccc(N(C)C)cc3)Cc3ccco3)c(C)c2c1=O
→ -3% | -1 | -3% | 5 | ? | 1 | -4% | -8% | 1% | -10%
> CS(=O)(=O)Nc1cccc(C2=NN(C(=O)c3ccccc3)C(c3cccs3)C2)c1 (stereo not drawn)
→ -2% | 3 | -18% | -2 | -3 | 11 | -4% | 7% | -12% | -1%
> C[C@H]1CN([C@@H](C)CO)C(=O)c2cc(NC(=O)CCN3CCOCC3)ccc2O[C@H]1CN(C)C(=O)Nc1ccc(F)cc1
→ . | . | 31% | 8 | . | 13 | 5% | 0% | . | .
> COC(=O)c1ccc(NC(=O)CSc2nnc(-c3cccnc3)o2)cc1
→ . | . | 7% | -2 | -3 | 11 | -2% | 6% | . | .
> CCOc1ccc(-c2nc(-c3ccc(OC)cc3)no2)cc1OCC
→ 4% | -6 | 0% | -1 | 1 | 10 | -5% | 6% | -1% | 8%
> COCCN1C(=O)C(=O)/C(=C(/O)c2ccc(S(=O)(=O)N3CCOCC3)cc2)C1c1ccc(OC)c(OC)c1 (stereo not drawn)
→ -6% | -3 | -5% | -8 | -4 | -1 | -2% | -1% | 5% | 24%
> CC(C)[C@@H](CO)N(C)S(=O)(=O)c1ccccc1Br
→ . | . | 0% | 7 | . | 24 | 5% | 2%[11.5 µM] | . | .
> O=S1(=O)N=C2CCCCCN2C(c2ccc(Br)cc2)N1 (stereo not drawn)
→ -1% | 0 | 12% | -2 | -1 | -3 | 6% | 1% | -5% | -16%
> CCOC(=O)c1c(NC(=S)NC)sc2c1CC(C)(C)SC2
→ 0% | 0 | -8% | i | 2 | -6 | 3% | 9% | 2% | 26%
> COC(=O)c1nc(NC(=O)c2cc(OC)c(OC)c(OC)c2)n[nH]1
→ 0% | 3 | 6% | -3 | -5 | 7 | 1% | 6% | 15% | -3%
> COc1ccc(/C=C/C(=O)C(C(N)=O)=C2SCCS2)cc1
→ 0% | 4 | -47%[inhibitor] | -1 | -3 | -17 | 0% | -11% | -9% | 6%
> COC(=O)c1ccc(CNC(=O)C2CCC(=O)N(Cc3ccccn3)C2)cc1 (stereo not drawn)
→ -1% | 1 | 29% | -8 | -2 | 9 | 4% | 2% | 3% | -1%
> N#Cc1cnc(NCc2ccc(Cl)cc2Cl)nc1
→ -4% | 0 | -7% | 4 | 0 | -6 | -4% | 14% | 1% | -2%
> CC(=O)c1sc(-c2ccc(Cl)cc2)cc1N
→ -1% | 2 | 4% | -3 | 3 | -19 | 89%[activator] | 11% | 0% | ?
> O=C(CSc1nc2ccccc2c(=O)n1-c1ccc(F)cc1F)Nc1ccc2c(c1)CCC2
→ 3% | -1 | 31% | . | 1 | -24 | -4% | . | 14% | -11%
